# From PubChem
# EZH2 inh: EZH2/PRC2 methyltransferase inhibitors, primary screen, biochemical, DELFIA time-resolved fluorescence, single point; PRC2 H3K27 methylation, DELFIA TRF, 1 h; Histone-lysine N-methyltransferase EZH2 (Homo sapiens), Q15910; inhibition, % at 12.5 µM; 57,000 compounds, 0.35% hits;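 active = mean inhibition of replicates at least 50% and every single replicate also reaching 50%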;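 also: dimethyl H3K27 on biotinylated H3 21-44 peptide detected by antibody; plate controls were median neutral control wells for no effect and median positive control wells for full effect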
# IDH1 mut inh: inhibitors of IDH1 R132H reductase, primary screen, biochemical, plate reader, single point; diaphorase/resazurin fluorescence, 60 min; inhibition, % at 10 µM; 70,000 compounds, 0.18% hits; in the data active = inhibition above about 34%;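 also: 0% = DMSO and 100% = no enzyme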
# Target sequence (O75874 whole entry R132H): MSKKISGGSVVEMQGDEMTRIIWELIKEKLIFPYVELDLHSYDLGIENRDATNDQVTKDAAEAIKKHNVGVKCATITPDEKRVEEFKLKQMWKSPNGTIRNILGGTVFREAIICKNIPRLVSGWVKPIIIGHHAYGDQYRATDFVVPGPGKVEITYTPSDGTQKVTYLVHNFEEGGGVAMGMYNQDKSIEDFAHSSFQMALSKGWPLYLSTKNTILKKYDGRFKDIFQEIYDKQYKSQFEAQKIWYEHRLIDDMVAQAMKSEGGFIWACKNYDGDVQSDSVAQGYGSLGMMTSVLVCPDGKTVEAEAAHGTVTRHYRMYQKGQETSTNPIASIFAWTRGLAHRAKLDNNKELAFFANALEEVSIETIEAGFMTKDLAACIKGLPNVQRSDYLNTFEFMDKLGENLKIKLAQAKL
# Active calls of the source: *; . = not tested or not shown.
Compound	IDH1 mut inh	EZH2 inh
C[C@@H]1CCCCO[C@@H](CN(C)C(=O)C2CCCCC2)[C@@H](C)CN([C@H](C)CO)C(=O)c2cc(NS(=O)(=O)c3cccs3)ccc2O1	-0.6	.
CCC(=O)N1C[C@H](C)[C@H](OC)CN(C)C(=O)c2cc(NC(=O)c3ccccc3)ccc2OC[C@@H]1C	-0.3	2
C[C@H](CO)N1C[C@H](C)[C@H](CN(C)Cc2ccc(Oc3ccccc3)cc2)Oc2c(NC(=O)Nc3ccc4c(c3)OCO4)cccc2C1=O	0.7	.
CN(C)c1ccc2c3c(ccc(N(C)C)c13)[C@](O)(C(F)(F)F)O[C@]2(O)C(F)(F)F	-1.6	-9
CS(=O)(=O)N(CC(=O)Nc1cccnc1)c1cccc(Br)c1	0.0	15
C[C@@H]1CN([C@H](C)CO)C(=O)CCCn2cc(nn2)CO[C@@H]1CN(C)C(=O)Nc1ccc(F)cc1	.	1
C[C@@H]1CN([C@H](C)CO)C(=O)c2cc(C#CCc3ccccc3)cnc2O[C@@H]1CN(C)Cc1cccc(F)c1	-0.1	.
C[C@@H]1CN([C@H](C)CO)S(=O)(=O)c2ccc(-c3cccnc3)cc2O[C@H]1CN(C)C(=O)c1cccc(F)c1	-1.8	7
C[C@@H]1CN([C@H](C)CO)C(=O)c2cc(-c3ccncc3)cnc2O[C@H]1CN(C)C(=O)C1CCOCC1	-0.5	2
O=C(C[C@H]1C=C[C@@H](NC(=O)c2ccncc2)[C@H](CO)O1)NCCc1ccncc1	0.1	1
CO[C@@H]1CN(C)C(=O)c2cc(NC(=O)NC3CCCCC3)ccc2OC[C@@H](C)N(CC2CC2)C[C@@H]1C	0.0	11
O=c1[nH]nc(SCCS(=O)(=O)c2ccc(F)cc2)n1Cc1ccco1	-0.5	17
C[C@@H]1CN([C@@H](C)CO)C(=O)Cc2cc(NS(=O)(=O)c3ccccc3)ccc2O[C@H]1CN(C)Cc1ccc(Cl)c(Cl)c1	-0.3	-5
COc1ccc(NC(=O)N(C)C[C@@H]2Oc3ncc(C#CC(C)C)cc3C(=O)N([C@@H](C)CO)C[C@@H]2C)cc1	.	-2
CC(C)NC(=O)N[C@@H]1CC[C@@H](CC(=O)N2CCCCC2)O[C@@H]1CO	0.0	14
Cc1noc(C)c1NC(=O)N(C)C[C@@H]1Oc2ccc(NC(=O)Nc3ccc(F)cc3)cc2C(=O)N([C@H](C)CO)C[C@@H]1C	-1.4	.
C[C@@H]1CN([C@H](C)CO)S(=O)(=O)c2ccc(C#CC3(O)CCCC3)cc2O[C@@H]1CN(C)C(=O)Cc1cccnc1	8.9	.
O=S(=O)(NCc1ccccn1)c1cc(Cl)c(Cl)cc1Cl	-0.6	8
CO[C@@H]1CN(C)C(=O)c2ccc(NS(C)(=O)=O)cc2OC[C@H](C)N(Cc2ccccc2)C[C@H]1C	0.1	3
C[C@@H]1CN([C@@H](C)CO)C(=O)Cc2cc(NC(=O)C3CCCCC3)ccc2O[C@@H]1CN(C)Cc1ccc(C(=O)O)cc1	5.1	6

# 3 of the compounds above, as labelled records.
CO[C@@H]1CN(C)C(=O)c2cc(NC(=O)NC3CCCCC3)ccc2OC[C@@H](C)N(CC2CC2)C[C@@H]1C
  IDH1 mut inh: 0.0
  EZH2 inh: 11
O=c1[nH]nc(SCCS(=O)(=O)c2ccc(F)cc2)n1Cc1ccco1
  IDH1 mut inh: -0.5
  EZH2 inh: 17
C[C@@H]1CN([C@@H](C)CO)C(=O)Cc2cc(NS(=O)(=O)c3ccccc3)ccc2O[C@H]1CN(C)Cc1ccc(Cl)c(Cl)c1
  IDH1 mut inh: -0.3
  EZH2 inh: -5

# Next section
Compound	IDH1 mut inh	EZH2 inh
COc1cccc(-c2ccc3c(c2)O[C@H](CN(C)C)[C@@H](C)CN([C@@H](C)CO)S3(=O)=O)c1	-0.9	-2
C[C@@H]1CCCCO[C@@H](CN(C)C(=O)CCC(F)(F)F)[C@H](C)CN([C@H](C)CO)C(=O)c2cc(NS(=O)(=O)c3cccs3)ccc2O1	-2.3	.
O=C(C[C@H]1C=C[C@@H](NC(=O)C2CCC2)[C@@H](CO)O1)NCc1ccccc1Cl	1.8	0
CO[C@H]1CN(C)C(=O)c2ccc(NC(C)=O)cc2OC[C@H](C)N(CC2CC2)C[C@H]1C	0.2	1
C[C@@H]1CN([C@@H](C)CO)S(=O)(=O)c2ccc(C#CCN(C)C)cc2O[C@H]1CN(C)Cc1ccccc1F	-3.8	5
Cc1c(CCC(=O)O)c(=O)oc2c(C)c(OCc3c(F)cccc3Cl)ccc12	-0.4	18
C[C@@H]1CN([C@@H](C)CO)C(=O)c2cc(NS(=O)(=O)c3cn(C)cn3)ccc2O[C@@H](C)CCCCO[C@@H]1CN(C)C(=O)C1CCCCC1	-7.5	.
Cc1nn2c(-c3cccc(NC(=O)CN4CCOCC4)c3)nnc2c2ccccc12	0.6	.
CCCC(=O)Nc1ccc2c(c1)C(=O)N(C)C[C@@H](OC)[C@@H](C)CN(CC1CCCC1)[C@@H](C)CO2	0.2	7
CCCC(=O)Nc1ccc2c(c1)C(=O)N(C)C[C@@H](OC)[C@@H](C)CN(Cc1ccccn1)[C@H](C)CO2	0.1	-5
COc1ccccc1NC(=O)Nc1ccc2c(c1)C(=O)N(C)C[C@@H](OC)[C@@H](C)CN(C)[C@H](C)CO2	-0.7	-14
O=C(C1=C[C@@H](C2CC2)C[C@@H](OCCCCO)O1)N1CCN(Cc2ccc3c(c2)OCO3)CC1	.	4
C=C1[C@H]2CC[C@]3(O)[C@@](CC[C@@H]4[C@](C)(C(=O)O)CCC[C@]43C)(C2)[C@H]1OC(=O)/C(C)=C\C	-0.1	.
Cc1cccc(NC(=O)CSc2nnc3c4ccccc4nc(-c4ccccc4)n23)c1	2.1	-20
Cc1ccc(NC(=O)C(C)NS(=O)(=O)c2ccc(F)cc2)c(C)c1 (centres undefined)	-0.1	1
CC(C)c1ccc(OCc2ccc(C(=O)N(C)C)o2)cc1	1.2	28
Cc1ccc(S(=O)(=O)N(C)C[C@H]2OCCCC[C@H](C)Oc3ccc(NC(=O)c4ccncc4)cc3C(=O)N([C@H](C)CO)C[C@@H]2C)cc1	1.3	.
C=CCN1C(=O)C(O)(CC(=O)c2ccc(OC)c([N+](=O)[O-])c2)c2ccccc21 (centres undefined)	-0.3	-4
O=C(CCCCC(=O)N/N=C/c1c(O)ccc2ccccc12)NO	0.2	-11
C[C@H]1CN([C@@H](C)CO)C(=O)CCCn2cc(nn2)CO[C@@H]1CN(C)C(=O)Nc1cccc(C(F)(F)F)c1	4.7	3
COc1ccc(-c2oc3cc(OC)ccc3c2C(=O)c2ccc(C#N)cc2)cc1	-1.0	12
CCCNC(=O)Nc1ccc2c(c1)C(=O)N(C)C[C@@H](OC)[C@@H](C)CN(C(=O)C1CCC1)[C@H](C)CO2	-0.2	-4
O=C(CSc1nnc(-c2ccncc2)n1-c1ccc(F)cc1)c1ccccc1	8.4	-12
C[C@@H]1CN([C@@H](C)CO)C(=O)c2cc(NC(=O)Cc3ccccc3)ccc2O[C@H]1CN(C)C(=O)Nc1ccc(F)cc1	2.0	.
Cn1cnnc1SCC(=O)N1c2ccccc2Sc2ccc(C(F)(F)F)cc21	-0.2	-11
CO[C@H]1CN(C)C(=O)c2cc(NC(C)=O)ccc2OC[C@@H](C)N(C(=O)C2CC2)C[C@H]1C	-0.1	1
C[C@H]1CN([C@@H](C)CO)C(=O)c2cccc(NC(=O)Nc3cccc4ccccc34)c2O[C@@H]1CN(C)C(=O)Nc1ccccc1	-3.4	.
O=C(C1=C[C@@H](c2ccccc2)C[C@@H](OCCCCO)O1)N1CCOCC1	.	-1
C[C@H]1CN([C@@H](C)CO)S(=O)(=O)c2ccc(C3=CCCC3)cc2O[C@H]1CN(C)S(C)(=O)=O	.	-7
CCC(=O)N(C)C[C@H]1Oc2cc(-c3ccccc3)ccc2S(=O)(=O)N([C@H](C)CO)C[C@H]1C	-6.9	-21
C[C@H]1CN([C@@H](C)CO)C(=O)Cc2cc(NC(=O)Nc3ccccc3)ccc2O[C@@H]1CN(C)S(=O)(=O)c1cccs1	0.0	.
CCCC#Cc1ccc2c(c1)O[C@@H](CN(C)Cc1ccccc1)[C@H](C)CN([C@H](C)CO)S2(=O)=O	-0.2	4
CC1(C)C=Cc2cc3ccc(=O)oc3cc2O1	-2.3	.
CCOC(=O)N(C)C[C@H]1OCc2ccccc2-c2c(n(C)c3ccccc23)C(=O)N([C@@H](C)CO)C[C@H]1C	0.0	-24
Cn1c(SCCC(=O)O)nnc1-c1ccncc1	0.4	-1
C[C@@H]1CN([C@H](C)CO)C(=O)CCCn2nncc2CO[C@H]1CN(C)C(=O)c1ccccc1	-0.6	.
Cc1noc(C)c1NC(=O)Nc1ccc2c(c1)CC(=O)N([C@H](C)CO)C[C@H](C)[C@@H](CN(C)S(=O)(=O)c1ccc(F)cc1)O2	-0.3	.
C[C@H](NC(=O)C[C@@H]1C[C@@H]2c3cc(NC(=O)C4CCOCC4)ccc3O[C@@H]2[C@@H](CO)O1)c1ccccc1	0.2	6
CO[C@H]1CN(C)C(=O)c2ccc(NC(=O)C3CC3)cc2OC[C@@H](C)N(CC2CCCC2)C[C@@H]1C	-0.6	-5
C[C@H]1CN([C@@H](C)CO)C(=O)c2cc(-c3cccc(F)c3)cnc2O[C@@H]1CN(C)C(=O)Nc1cc(F)ccc1F	-0.1	-4
COc1ccccc1Nc1nc(N)nc(CN2CCOCC2)n1	0.2	-5
COc1ccc(CN(C)C[C@H]2OCCCC[C@H](C)Oc3ccc(NC(=O)Nc4ccc5c(c4)OCO5)cc3C(=O)N([C@@H](C)CO)C[C@@H]2C)cc1	-0.1	.
COCC(=O)Nc1ccc2c(c1)C(=O)N(C)C[C@H](OC)[C@H](C)CN(C(=O)CC1CC1)[C@@H](C)CO2	0.1	6
C[C@@H]1CN([C@H](C)CO)C(=O)c2ccccc2-c2ccccc2CO[C@@H]1CN(C)S(=O)(=O)c1cccc(F)c1	-0.3	9
CCCOc1ccc(Oc2nc(NC(C)(C)C)nc(N3CCOCC3)n2)nn1	-0.4	-4
C[C@@H]1CN([C@@H](C)CO)S(=O)(=O)c2ccc(C#Cc3cccnc3)cc2O[C@@H]1CN(C)C(=O)C1CC1	5.3	-3
CCCC1=C(C(=O)OCC)C(c2ccccc2Cl)C(C#N)=C(SC)N1 (centres undefined)	0.2	27
CCCC#Cc1ccc2c(c1)O[C@@H](CN(C)C)[C@@H](C)CN([C@@H](C)CO)S2(=O)=O	-0.4	.
COCC#Cc1ccc2c(c1)O[C@@H](CN(C)S(=O)(=O)c1ccc(F)cc1)[C@H](C)CN([C@H](C)CO)S2(=O)=O	-4.2	0
O=C(C[C@H]1C=C[C@H](NC(=O)C2CC2)[C@H](CO)O1)NC1CCC1	-0.2	5
CCCN(C)C[C@@H]1Oc2cc(C#CC(C)C)ccc2S(=O)(=O)N([C@@H](C)CO)C[C@@H]1C	-0.2	.
C[C@H]1CN([C@@H](C)CO)C(=O)c2cc(NS(=O)(=O)c3cccs3)ccc2O[C@@H]1CN(C)CC1CCCCC1	0.6	7
C[C@@H]1CN([C@@H](C)CO)C(=O)CCCn2cc(nn2)CO[C@H]1CN(C)S(=O)(=O)c1ccc(-n2cccn2)cc1	1.0	.
O=C(O)C[C@H]1C[C@@H]2c3cc(NS(=O)(=O)c4ccccc4)ccc3O[C@@H]2[C@@H](CO)O1	-1.5	-1
O=C(NO)c1ccc(C(=O)N/N=C/c2cccs2)cc1	-0.3	26
CCCc1cn(CC[C@H]2CC[C@@H](NC(=O)C3CCOCC3)[C@@H](CO)O2)nn1	-0.3	1
C[C@H](CO)N1C[C@H](C)[C@@H](CN(C)S(=O)(=O)c2ccccc2F)Oc2ncc(/C=C/c3ccccc3)cc2C1=O	0.5	.
Cc1noc(C)c1NC(=O)N(C)C[C@@H]1Oc2ncc(C#CC(C)C)cc2C(=O)N([C@H](C)CO)C[C@H]1C	-0.2	-1
C[C@@H]1CN([C@@H](C)CO)S(=O)(=O)c2ccc(C#CCN(C)C)cc2O[C@H]1CN(C)C(=O)CN(C)C	0.1	.
O=C(Cc1ccccn1)N[C@@H]1CC[C@H](CCNS(=O)(=O)c2cccc(F)c2)O[C@@H]1CO	-0.2	1

# Additional records follow:
Compound	IDH1 mut inh	EZH2 inh
COc1ccc(CN(C)C[C@H]2Oc3ccc(NS(=O)(=O)c4ccc(F)cc4)cc3C(=O)N([C@@H](C)CO)C[C@H]2C)cc1	-0.2	1
O=C(CSc1nnc(-c2cccc([N+](=O)[O-])c2)n1-c1ccccc1)Nc1ccc(F)cc1	0.3	8
Cc1coc(C)c1C(=O)CC1(O)C(=O)N(CCc2ccccc2)c2ccccc21 (centres undefined)	-0.1	10
CC(C)NC(=O)Nc1ccc2c(c1)C(=O)N([C@H](C)CO)C[C@H](C)[C@H](CN(C)C(=O)CCCN(C)C)OCCCC[C@@H](C)O2	-0.9	16
Cc1ccccc1-c1nnc(SCC(=O)Nc2ccc(C(C)C)cc2)n1C	-0.1	8
C[C@@H]1CN([C@H](C)CO)C(=O)c2cccc(NS(=O)(=O)c3cccs3)c2O[C@H]1CN(C)CC1CCCCC1	0.9	-1

# Some of the compounds tested, so the mix of outcomes need not match the whole.
